GPR151 ag: human GPR151 activation; Q8TDV0; PathHunter beta-arrestin GPR151 cells, luminescence; activation, % at 11.2 µM; hit rate 1% among 650,000; AID 1508602; in the data active = activation above about 4.9%;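 note: 0% = median of compound wells and 100% = cells with positive control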
MITF inh: blocks human microphthalmia-associated transcription factor. O75030. AlphaScreen MITF homodimerization, bead proximity signal. inhibition, % at 2.6 µM. hit rate 0.91% among 650,000. AID 1259374; in the data active = inhibition above about 50%;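 note: 0% = vehicle wells with protein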
FBW7 activator: human FBW7 E3 ligase activation, primary screen | Q969H0 | hit rate 0.13% among 650,000 | normalized activity (activation), % at 26.1 µM | AlphaScreen FBW7–phospho-cyclin E peptide binding, activator screen; in the data active = normalized activity above about 1.9%;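 note: purified mutant Fbw7 with reduced substrate affinity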
Target sequence (Q969H0 whole entry, looked up): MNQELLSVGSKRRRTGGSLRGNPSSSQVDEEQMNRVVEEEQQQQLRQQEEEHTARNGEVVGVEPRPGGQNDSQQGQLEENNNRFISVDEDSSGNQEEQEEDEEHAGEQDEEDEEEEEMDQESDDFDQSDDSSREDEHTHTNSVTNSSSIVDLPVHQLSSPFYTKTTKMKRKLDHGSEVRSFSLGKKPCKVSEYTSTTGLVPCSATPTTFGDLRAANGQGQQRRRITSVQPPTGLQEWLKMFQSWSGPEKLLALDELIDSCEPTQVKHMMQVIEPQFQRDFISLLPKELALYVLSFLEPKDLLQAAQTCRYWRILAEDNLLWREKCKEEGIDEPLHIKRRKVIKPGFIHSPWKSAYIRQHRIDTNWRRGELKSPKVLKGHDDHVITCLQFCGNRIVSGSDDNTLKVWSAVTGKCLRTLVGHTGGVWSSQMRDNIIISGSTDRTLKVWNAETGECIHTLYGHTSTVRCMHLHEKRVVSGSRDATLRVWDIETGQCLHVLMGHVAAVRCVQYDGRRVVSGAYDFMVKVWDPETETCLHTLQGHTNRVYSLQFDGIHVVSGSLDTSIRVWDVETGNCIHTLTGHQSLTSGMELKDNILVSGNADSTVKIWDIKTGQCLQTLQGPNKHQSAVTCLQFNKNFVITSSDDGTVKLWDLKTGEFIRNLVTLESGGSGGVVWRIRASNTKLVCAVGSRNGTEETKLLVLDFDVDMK
TEAD-YAP inh: TEAD-YAP interaction inhibition; HEK-TIYL cells, TEAD-Gal4/YAP UAS-luciferase luminescence; inhibition, % at 9.12 µM; hit rate 1.4% among 640,000; AID 1259422; in the data active = inhibition above about 32%;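 note: 0% = median of test compound wells and 100% = reference inhibitor wells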
* = called active by the depositor.

Results follow in this order: FBW7 activator	MITF inh	TEAD-YAP inh	GPR151 ag
Cc1ccc(-c2nc3cc(Cl)ccc3o2)cc1NC(=O)c1ccc2ccccc2c1
→ 0.4	14	4	-0.1
O=C(O)C1CCN(S(=O)(=O)c2cccs2)CC1
→ 0.6	-12	11	2.8
CN1C2=C(C(=O)CCC2)C(c2cccc(O)c2)C2=C1CCCC2=O
→ -0.1	2	1	-0.9
CC(=O)Nc1ccc(OCC(=O)NC(C)C(C)C)cc1 (stereo unspecified)
→ -0.1	-3	2	1.3
COc1ccc(CN(C(C)=O)c2ccccc2C(=O)O)cc1
→ -0.2	0	0	0.8
O=C(c1ccc(Br)s1)N1CCN(S(=O)(=O)c2ccccc2)CC1
→ 0.1	3	11	1.3
COc1ccccc1NC(=O)CSc1nc2c(sc(=S)n2-c2ccccc2C)c(=O)n1-c1ccccc1
→ -0.2	4	-14	-0.5
O=S(=O)(c1ccc(Cl)cc1)N1CCN(c2ccccc2Cl)CC1
→ 0.1	-16	-14	-0.7
CCN(C(=O)C(=O)c1c(C)n(C)c2ccccc12)c1ccccc1
→ 0.2	9	7	-0.3
CCN(CC)c1nc(NCc2nc3ccccc3[nH]2)nc(N2CCN(Cc3ccc4c(c3)OCO4)CC2)n1
→ -0.1	-8	-1	-3.2
C#CCNC(=O)c1c(C(F)(F)F)nc2ccc(C)cn12
→ 0.2	3	-4	-0.5
CCOc1ccc(C(=O)Nc2nn3c(-c4cccc(OC)c4)nnc3s2)cc1
→ 0.3	-2	-2	0.5
Cc1ccc(-n2nc3c(c2NC(=O)CCC2CCCC2)CS(=O)(=O)C3)cc1
→ -0.1	-1	-5	0.4
COc1ccc(-c2[nH]nc3c2C(c2cc(Cl)cc(Cl)c2OC)C(C#N)=C(N)O3)cc1 (stereo unspecified)
→ 0.1	10	-4	1.1
COc1cc(NC(=O)c2cccc(-n3cc(NC(=O)Nc4ccccc4)cn3)c2)cc(OC)c1OC
→ -0.1	1	37*	0.4
O=C(O)Cc1ccc(-n2c(O)c(C3=c4ccccc4=NC3=O)sc2=S)cc1
→ -0.4	-6	-6	-1.0
CCOc1ccc(NC(=O)CC2(c3ccccc3)C(=O)c3ccccc3C2=O)cc1
→ -0.2	-7	-2	-1.1
O=C(Oc1ccc2c3c(c(=O)oc2c1)CCCC3)C(F)(F)F
→ -0.2	-2	-2	-2.5
O=C(Nc1ccc(Br)cc1)C(Cc1ccccc1)N1C(=O)C2C3c4ccccc4C(c4ccccc43)C2C1=O (stereo unspecified)
→ -0.2	9	2	-0.1
Cc1cc(C)n(-c2cc(NCCNC(=O)Nc3cccc(Cl)c3)nc(C)n2)n1
→ 0.3	-9	4	0.1
COc1ccc(Br)cc1/C=C1\SC(=Nc2c(C)cccc2C)N(c2ccccc2)C1=O
→ 0.0	-10	-6	1.0
COc1cc(OC)cc(C(=O)N2CCN(Cc3ccncc3)CC2)c1
→ -0.4	84*	9	0.7
Cc1nn(Cc2ccccc2Cl)c(Cl)c1C(=O)OC1CCOC1=O (stereo unspecified)
→ 0.0	2	-2	0.5
CCOc1ccccc1/C=N/OCc1ccc([N+](=O)[O-])cc1
→ -0.2	-6	-7	-0.2
CCC(=O)Nc1ccccc1N1CCN(S(C)(=O)=O)CC1
→ 0.2	8	17	-0.3
O=C(NCc1ccc(Cl)cc1)c1coc(NC(=O)C2CC2)n1
→ -0.1	-13	-4	4.1
c1nc(Nc2ccc(N3CCOCC3)cc2)c2[nH]c(N3CCN(Cc4ccc5c(c4)OCO5)CC3)nc2n1
→ -0.3	30	8	-0.1
Cc1ccn2cc(-c3ccc(F)cc3)nc2c1
→ 0.3	13	73*	-11
CC(C)CC(c1nnnn1C(C)C)N1CCN(c2ccccc2)CC1 (stereo unspecified)
→ 0.1	8	6	0.3
CC(=O)c1ccc(OCC(=O)N(C)C)cc1
→ 0.1	-1	-3	0.6
CCOc1ccc(N(CC(=O)NCCOC)S(=O)(=O)c2ccc(Cl)cc2)cc1
→ -0.1	8	11	-1.0
O=C(Nc1cccc(C(F)(F)F)c1)c1cc2cc(Br)ccc2oc1=O
→ 0.1	14	14	-0.8
Cc1ccc(/C=C2\SC(=N)N(c3ccc(C)c(C)c3)C2=O)cc1
→ -0.1	2	5	-0.4
O=C(CCS(=O)(=O)c1ccc2c(c1)OCC(=O)N2)NCc1ccccc1
→ 0.0	7	-2	-0.1
COc1cc(CN2CCNC(=O)C2CC(=O)NC(C)(C)CO)cc(OC)c1 (stereo unspecified)
→ 0.2	9	8	-0.7
Cc1occc1C(=O)Nc1sc2c(c1C(N)=O)CCC(C(C)(C)C)C2 (stereo unspecified)
→ -0.1	-3	3	-0.5
Cc1ccc(N2C(=O)C(=O)/C(=C(\O)c3ccccc3)C2c2ccccc2F)cc1 (stereo unspecified)
→ 0.0	-4	-61	-0.4
CNC(=O)COC(=O)c1cc(OC)c(OC)cc1[N+](=O)[O-]
→ 0.0	-6	-4	-0.6
COc1ccc(NC(=O)[C@H]2C=CCN2S(C)(=O)=O)cc1
→ 0.0	4	5	-0.9
CSc1cccc(NC(=O)N[C@H]2C[C@H]3C(=O)N[C@@H](Cc4ccccc4)C(=O)N3C2)c1
→ -0.1	-12	-6	-1.6
CC(=O)c1cccc(NC(=O)CSc2nnc(C)o2)c1
→ 0.1	2	3	0.5
COc1cc(NC(=O)C(C)Oc2ccccc2)c(OC)cc1NC(C)=O (stereo unspecified)
→ 0.0	-3	-2	0.6
CCOC(=O)C(NC(C)=O)C(O)c1ccccc1[N+](=O)[O-] (stereo unspecified)
→ 0.1	2	7	0.2
CCN1C(=O)c2ccc(C(=O)Nc3cccc(C(=O)NC(C)(C)C)c3)cc2C1=O
→ -0.2	2	3	-2.2
OC1(Cc2ccccc2)CCN(Cc2ccncc2)CC1
→ -0.1	2	7	1.6
COc1ccccc1C1CC(=O)NC(SCC(=O)NCc2ccccc2)=C1C#N (stereo unspecified)
→ 0.6	14	0	1.7
c1ccn(-c2ccc(N3CCOCC3)cc2)c1
→ -0.4	16	-15	-1.0
O=c1c2ccccc2nc(/C=C/c2cn(Cc3ccccc3)c3ccccc23)n1-c1ccccc1[N+](=O)[O-]
→ -0.3	4	2	-0.4
COc1ccc(CCNC(=O)c2ccc3nc(Nc4ncccn4)sc3c2)cc1
→ 0.2	17	3	2.4
Cc1c(C#N)c2nc3c(c(-c4ccc(Br)cc4)c2n1-c1ccccc1)CCC3
→ -0.1	2	12	2.0

Further compounds follow.
Results follow in this order: FBW7 activator	MITF inh	TEAD-YAP inh	GPR151 ag
CC(C)OC(=O)C(C)OC(=O)c1ccc(Cl)c([N+](=O)[O-])c1 (stereo unspecified)
→ 0.1	37	5	0.4
COc1ccccc1Oc1ccc(S(=O)(=O)NCc2cccs2)cc1
→ 1.6	-2	4	0.5
Cc1ccc(OCc2nc(-c3cccs3)no2)cc1C
→ -0.1	-24	-48	0.3
CCc1ccc(NC(=O)CCNS(=O)(=O)c2cc(Br)cnc2N)cc1
→ 0.6	6	12	1.0
Cn1c(Nc2nc(NCCO)c3ncn(CCN4CCCC4=O)c3n2)nc2ccccc21
→ -0.1	16	-12	-0.9
O=C(O)CN1CCN(Cc2ccccc2Cl)C1=O
→ -0.1	0	-4	-0.4
COC(=O)CN1C(=S)N(C)C(=O)C1CC(=O)Nc1ccccc1 (stereo unspecified)
→ 0.6	8	4	-0.3
CC(C)[C@H](O)C(=O)N[C@H]1CC[C@H](C(=O)Nc2ccc3[nH]ncc3c2)C1
→ 0.1	19	3	-1.9
CC(=O)N1CCOc2cc(S(=O)(=O)NC3CCCCC3C)ccc21 (stereo unspecified)
→ 0.1	-4	1	-0.6
CCOC(=O)c1c(NC(=O)c2ccc(OC)cc2)sc(C(=O)Nc2ccccc2F)c1C
→ 1.1	15	4	-0.4

Ordered by formula weight (smallest number first): part of the list above
Results follow in this order: FBW7 activator	MITF inh	TEAD-YAP inh	GPR151 ag
c1ccn(-c2ccc(N3CCOCC3)cc2)c1
→ -0.4	16	-15	-1.0
O=C(O)CN1CCN(Cc2ccccc2Cl)C1=O
→ -0.1	0	-4	-0.4
Cc1ccc(OCc2nc(-c3cccs3)no2)cc1C
→ -0.1	-24	-48	0.3
CC(C)OC(=O)C(C)OC(=O)c1ccc(Cl)c([N+](=O)[O-])c1 (stereo unspecified)
→ 0.1	37	5	0.4
COC(=O)CN1C(=S)N(C)C(=O)C1CC(=O)Nc1ccccc1 (stereo unspecified)
→ 0.6	8	4	-0.3
CC(C)[C@H](O)C(=O)N[C@H]1CC[C@H](C(=O)Nc2ccc3[nH]ncc3c2)C1
→ 0.1	19	3	-1.9
COc1ccccc1Oc1ccc(S(=O)(=O)NCc2cccs2)cc1
→ 1.6	-2	4	0.5
COc1ccc(CCNC(=O)c2ccc3nc(Nc4ncccn4)sc3c2)cc1
→ 0.2	17	3	2.4
COc1ccccc1C1CC(=O)NC(SCC(=O)NCc2ccccc2)=C1C#N (stereo unspecified)
→ 0.6	14	0	1.7
CCc1ccc(NC(=O)CCNS(=O)(=O)c2cc(Br)cnc2N)cc1
→ 0.6	6	12	1.0
Cc1c(C#N)c2nc3c(c(-c4ccc(Br)cc4)c2n1-c1ccccc1)CCC3
→ -0.1	2	12	2.0
Cn1c(Nc2nc(NCCO)c3ncn(CCN4CCCC4=O)c3n2)nc2ccccc21
→ -0.1	16	-12	-0.9
CCOC(=O)c1c(NC(=O)c2ccc(OC)cc2)sc(C(=O)Nc2ccccc2F)c1C
→ 1.1	15	4	-0.4

The list continues.
Results follow in this order: FBW7 activator	MITF inh	TEAD-YAP inh	GPR151 ag
CCc1ccc2c(CN3CC(C)OC(C)C3)cc(=O)oc2c1 (stereo unspecified)
→ 0.0	-11	-7	-0.7
O=C(Cc1cccs1)N1CCC(Cn2cnc3ccccc32)CC1
→ -0.1	65*	-7	-1.3
CC(=O)NCCc1nc2ccccc2n1Cc1ccccc1F
→ 0.0	3	-12	-0.3
Cc1ccc(Nc2ccc3nonc3c2[N+](=O)[O-])cc1Cl
→ 0.1	6	-2	-0.7
COC(=O)c1cnc(Nc2cc([N+](=O)[O-])ccc2OC)c2ccccc12
→ 0.1	1	7	-0.6
CC(C)CCN1CCN2C(=O)[C@H](CCCCN)NC(=O)[C@H]2C1
→ -0.1	-9	1	-0.7
C(=N/Nc1nc2ccccc2[nH]1)/c1ccc2c(c1)OCO2
→ 0.6	25	-63	-0.5
O=C(NCc1cccnc1)c1csc2c1CCCCC2
→ -0.1	-1	-16	-0.8
COc1ccc(OC)c(NC(=O)COc2ccccc2Cl)c1
→ 0.2	20	-64	-1.8
C/C(=N\NC(=O)CSCc1ccc([N+](=O)[O-])cc1)c1cccc([N+](=O)[O-])c1
→ -0.1	-7	0	0.0
COc1cc(NC(=O)COc2ccc(Br)cc2)ccc1NC(=O)c1ccco1
→ 0.1	-1	-10	0.3
CCOC(=O)c1cnc2cc(Cl)c(OC)cc2c1Nc1cccc(C(F)(F)F)c1
→ -0.1	-2	2	-0.8
O=C(NN1CCOCC1)c1cccc(COc2cccc(Br)c2)c1
→ -0.1	-21	-9	0.6
COCC1OC2OC3(CCCCC3)OC2C2OC3(CCCCC3)OC12 (stereo unspecified)
→ 0.2	9	-2	1.2
c1nc(SCc2ccon2)c2c3c(sc2n1)CCC3
→ 0.1	0	5	0.2
Cc1cc2c(c(=O)[nH]1)C(=O)O/C2=C/c1ccc(-c2ccccc2[N+](=O)[O-])o1
→ -0.6	1	4	-1.3
CCCN1C(=O)C(O)(CC(=O)c2ccc(OC)c([N+](=O)[O-])c2)c2ccccc21 (stereo unspecified)
→ 0.0	6	6	1.0
Cc1cccn2c(=O)c(C=Nc3cccc(Cl)c3)c(NCc3ccco3)nc12
→ -0.2	1	-2	-0.1
O=C(c1ccc2c(c1)C1C=CCC1C(c1ccccc1)N2)N1CCOCC1 (stereo unspecified)
→ 0.6	21	-9	-1.7
CCOc1cc(C)nc(N2CCC(C(=O)NC3CCCCC3)CC2)n1
→ 0.2	2	-14	-0.3
CCN(CC)CCCC(C)NC(=O)C(=O)c1c(C)n(C)c2ccccc12 (stereo unspecified)
→ -0.2	4	16	-0.2
COc1cc(Nc2nc(-c3ccc(C(N)=O)cc3)nc3c2ncn3-c2ccccc2)cc(OC)c1OC
→ 0.1	-8	15	0.7
CCCNC(=O)c1ccc(COc2cccc3c2OC(C)(C)C3)cc1
→ 0.2	1	5	0.2
O=C(CC1C(=O)NCCN1Cc1ccc(F)c(F)c1)NCC1CC1 (stereo unspecified)
→ 0.3	1	-7	-0.4
CCN(CC(=O)Nc1ccc(C(N)=O)cc1)CC(=O)Nc1ccccc1OC
→ 0.0	7	-6	-0.2
